Screening results (PubChem)
D1 PAM: potentiators of human D1 dopamine receptor; P21728; HEK293 TREx D1 cells, calcium flux, dopamine EC20 potentiation; potentiation, % at 10 µM; 360,000 tested, 0.036% active; AID 504651; in the data active = potentiation above about 30%; also: 0% is about no effect
D1 antag: blocks dopamine activation of the human D1 receptor. P21728. HEK293 TREx D1 cells, calcium flux, dopamine EC80; stronger effect = lower value. activity change, negative = inhibition, % at 10 µM. 360,000 tested, 3.2% active. AID 504652; in the data active = activity change below about -30%; also: % is scaled to controls: 0 for no effect and ±100 for the full control effect
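Allosteric or orthosteric antagonism assessed as attenuation of the calcium response to EC80 dopamine, added 180 s after compound, in induced HEK293 Trex D1 cells loaded with no-wash calcium dye.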
D1 ag: activates the human D1 dopamine receptor. P21728. AID 504660. 360,000 tested, 1% active. HEK293 T-REx D1 cells, calcium flux, agonist mode. activation, % at 2 µM; also: 0% is about no effect
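Agonism was scored from calcium flux recorded over 180 s (1 read/s) after pintool compound addition, following a 10-cycle baseline. Cells were inducible force-coupled HEK293 TREx D1, plated overnight at 30 C and loaded with no-wash calcium dye.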
TRHR enhancer: allosterically enhances the human TRH receptor; P34981; TRHR cells, fluo-8 calcium fluorescence, EC20 TRH enhancement; enhancement, % at 2 µM; 360,000 tested, 0.66% active; AID 493056; in the data active = enhancement above about 30%; also: 0% is about no effect
Target sequence (P34981 whole entry, looked up): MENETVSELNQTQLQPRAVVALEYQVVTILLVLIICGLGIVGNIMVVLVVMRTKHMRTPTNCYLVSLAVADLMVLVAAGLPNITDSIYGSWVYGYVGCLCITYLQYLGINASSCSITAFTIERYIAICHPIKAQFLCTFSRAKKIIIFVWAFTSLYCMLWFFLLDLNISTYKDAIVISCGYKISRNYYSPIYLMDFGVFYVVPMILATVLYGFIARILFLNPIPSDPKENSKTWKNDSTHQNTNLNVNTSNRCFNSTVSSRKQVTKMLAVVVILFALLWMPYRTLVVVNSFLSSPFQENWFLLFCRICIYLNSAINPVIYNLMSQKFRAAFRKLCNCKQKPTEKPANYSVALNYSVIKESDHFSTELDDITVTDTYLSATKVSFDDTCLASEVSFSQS
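TRHR-expressing cells loaded with fluo-8 calcium dye were read kinetically (ex 480/em 530) during compound addition, then stimulated with an EC20 of TRH (10 nM final). Enhancement of the Gq-mediated intracellular calcium response was scored.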
RXFP1 antag: RXFP1 (human) relaxin receptor antagonism | activity change, negative = inhibition, % at 57.5 µM | 350,000 tested, 0.59% active | HEK293-RXFP1, relaxin-stimulated cAMP HTRF, 30 min; stronger effect = lower value | AID 1259400;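 active = activity change of -60% or lower, but not beyond a set lower limit; inconclusive = change between -60% and -40%, or beyond the set limit; inactive = change above -40%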; also: % is scaled to controls: 0 for no effect and ±100 for the full control effect
D2 antagonist: antagonizes the human D2 dopamine receptor | 340,000 tested, 2% active | HEK293 TREx D2 cells, calcium flux, dopamine EC80 | inhibition, % at 10 µM | AID 485344 | P14416; in the data active = inhibition above about 30%; also: 0% is about no effect
Target sequence (P14416 whole entry, looked up): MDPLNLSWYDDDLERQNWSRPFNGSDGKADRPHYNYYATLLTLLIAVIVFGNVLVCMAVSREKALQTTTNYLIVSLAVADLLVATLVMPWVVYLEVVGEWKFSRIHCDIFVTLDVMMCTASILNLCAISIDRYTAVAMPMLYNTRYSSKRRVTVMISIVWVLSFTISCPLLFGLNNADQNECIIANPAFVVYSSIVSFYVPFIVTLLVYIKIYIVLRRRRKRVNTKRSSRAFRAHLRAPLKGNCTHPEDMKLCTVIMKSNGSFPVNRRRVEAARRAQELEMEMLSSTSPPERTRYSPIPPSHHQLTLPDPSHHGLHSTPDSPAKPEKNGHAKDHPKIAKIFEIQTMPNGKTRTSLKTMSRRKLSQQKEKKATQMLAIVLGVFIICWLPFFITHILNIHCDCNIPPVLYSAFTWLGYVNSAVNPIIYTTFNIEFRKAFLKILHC
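Tetracycline-induced HEK293 TREx cells expressing D2 receptor forced-coupled to calcium signalling, loaded with no-wash calcium dye. Compounds added and calcium flux read 180 s, then dopamine added at EC80 and read a further 180 s.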
D2 PAM: positive allosteric modulators of human D2 dopamine receptor | 340,000 tested, 0.34% active | potentiation, % at 10 µM | P14416 | HEK293 T-REx D2, calcium flux, EC20 dopamine potentiation | AID 485347;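 active = potentiation over 3 SD above the plate norm, cut at about 30% in these data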; also: 0% is about no effect
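Potentiation of an EC20 dopamine calcium response measured kinetically over 180 s, after a preceding 180 s compound-only read flagging agonists. Cells: inducible Hek293 Trex D2 line, 4000/well, cultured overnight at 30 C before dye loading.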
D2 ag: activates the human D2 dopamine receptor. HEK293 T-REx D2 cells, calcium flux agonist mode. activation, % at 2 µM. 340,000 tested, 0.53% active;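 active = activation over 3 SD above normal in the single-dose calcium agonist read, cut at about 30% in these data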; also: 0% is about no effect
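Agonism is scored from calcium flux in a force-coupled, inducible HEK293 cell line expressing D2, read kinetically for 180 s after compound addition against dopamine controls.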
TRHR ag: agonists of human TRH receptor | TRHR cells, calcium flux fluo-8, FDSS agonist mode | activation, % at 2 µM | 360,000 tested, 0.18% active | AID 493084; also: 0% is about no effect
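In this calcium-flux screen, cells bearing human TRHR are dye-loaded with fluo-8, baselined for 10 cycles, then exposed to library compounds; positive kinetic calcium responses during the agonist phase mark hits, with TRH as control.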
An asterisk follows results filed as active; ? = inconclusive; . = not tested or not shown. Rule as the data show it, unless noted: active = activation above about 30%; inactive = the rest.

Below each compound: D1 PAM	D1 antag	D1 ag	TRHR enhancer	RXFP1 antag	D2 antagonist	D2 PAM	D2 ag	TRHR ag
Cc1ccc(CC(=O)NCCN2CCOCC2)cc1
→ -3	-4	4	6	17	3	-7	0.4	0.7
CC(=O)Nc1cccc(C(=O)Nc2cccnc2)c1
→ 1	-27	3	2	-5	-13	-2	1.0	0.4
COc1ccc(OC)c(NC(=O)NC2(C(F)(F)F)Oc3ccccc3O2)c1
→ 5	-6	3	10	13	-4	5	-0.4	-0.5
CCN1CCN(C(=O)C2CCN(S(=O)(=O)c3ccc4c(c3)NC(=O)C(C)S4)CC2)CC1 (stereo not drawn)
→ -1	-7	1	2	34	-7	8	-0.6	-1.0
FC(F)(F)c1cnc(-n2cc[nH]c2=S)c(Cl)c1
→ 0	11	1	-3	-1	.	.	.	0.2
COc1cccc(NC=C2C(=O)OC3(CCCCC3)OC2=O)c1
→ 7	1	3	0	-8	-8	1	-0.1	0.0
Cc1nc2ccn(Cc3ccco3)c(=O)c2cc1C(=O)N1CCN(c2ccc(F)cc2)CC1
→ -7	-12	10	4	-20	.	9	-0.8	-0.8
Cc1c(Cl)cccc1N1CC(C)(C)C1=O
→ 2	0	0	1	-11	-1	4	-0.2	-1.4
COc1ccccc1NC(=O)Cc1nc(CCl)cs1
→ -4	-8	1	-2	14	-5	5	-0.4	0.0
Cc1csc2nc(COc3cccc(NC(=O)c4ccccc4F)c3)cc(=O)n12
→ -3	-6	0	-6	.	.	5	-0.1	-0.6
COCC(=O)Nc1nc2n(n1)C(c1ccc(Cl)cc1)CC(c1ccc(OC)cc1)N2 (stereo not drawn)
→ 1	11	1	3	-2	0	8	-0.8	0.5
O=C(CN1CCN(c2ccccn2)CC1)Nc1cccc(F)c1
→ 0	-2	-1	6	12	-19	-5	27	-0.2
CCOC(=O)C1C(c2ccc(O)cc2)NC(=O)NC1(O)C(F)(F)F (stereo not drawn)
→ -3	-2	7	-6	-1	2	-11	-0.7	0.5
COc1ccccc1/C=C/C(=O)OCCCN(C)C
→ 3	.	-1	-4	-1	9	-4	-0.2	0.3
COc1ccccc1C(=O)NC(=O)COc1ccc(Cl)cc1Cl
→ 0	0	1	-2	?	2	11	2.9	-0.5
COc1ccc(Cn2ccn(Cc3cccc(C)c3)c(=O)c2=O)cc1
→ -2	5	1	6	4	.	6	0.5	-0.2
CC(C)CCN(C)c1ccc(/C=N/n2cnnc2)cc1
→ -5	-8	3	-2	-23	17	-6	-0.7	-0.3
c1ccc(CN2CCN(c3nc(-c4ccccc4)nc4ccccc34)CC2)cc1
→ -4	6	9	14	-7	-17	-5	0.3	-0.6
CC(=O)Nc1ccc(Oc2cnccn2)cc1
→ 10	6	3	0	8	-13	-6	-1.0	-0.6
Cc1ccc2nc(SCC(=O)N(CC(C)C)c3c(N)n(CC(C)C)c(=O)[nH]c3=O)[nH]c2c1
→ -5	-6	1	3	-4	-1	7	1.2	0.5
CC1(C)Cc2c(sc3c2c(=O)n(-c2ccc(Cl)cc2)c(=O)n3CC(N)=O)CO1
→ -2	0	6	-5	-14	-8	5	0.4	-1.2
O=C(COC(=O)/C=C/c1cccs1)Nc1ccc(F)cc1
→ -2	4	4	-2	?	6	11	-0.1	0.1
COc1ccc(C(=O)NCC(=O)Nc2ccc(-c3ccccc3)cc2)cc1
→ .	3	3	-2	-2	10	4	-1.6	0.6
CC1Cc2ccccc2N1S(=O)(=O)c1cccc(C(=O)NC2CC2)c1 (stereo not drawn)
→ -1	-11	2	-1	1	18	-8	1.4	-0.2
COc1ccc2c(C)cc(SCC#N)nc2c1
→ -6	10	11	2	-7	13	9	-0.4	-2.7
CCOCCCNC(=O)c1[nH]c2cc(OC)ccc2c1Sc1ccccc1
→ 4	6	6	-4	-18	.	-9	.	0.0
Cc1ccc(-c2noc(CN(C3CCCCC3)S(=O)(=O)c3ccc(C)cc3)n2)cc1
→ -1	6	5	-10	7	.	1	2.1	1.2
CC(C)(C)NS(=O)(=O)c1ccc(OCC(=O)NCCC2=CCCCC2)cc1
→ -2	-3	2	1	-19	-12	-5	-1.0	-1.1
O=C(OCCN1CCCC1=O)c1cc(F)c(F)c(F)c1F
→ -10	-5	4	6	-6	-16	14	0.4	0.5
Nc1cccc2c1C(=O)N(Cc1nnc(-c3ccccc3Br)o1)C2=O
→ -2	19	24	4	9	16	11	2.1	0.3

Overlap with the part before: two compounds; new compounds follow.
Below each compound: D1 PAM	D1 antag	D1 ag	TRHR enhancer	RXFP1 antag	D2 antagonist	D2 PAM	D2 ag	TRHR ag
O=C(OCCN1CCCC1=O)c1cc(F)c(F)c(F)c1F
→ -10	-5	4	6	-6	-16	14	0.4	0.5
Nc1cccc2c1C(=O)N(Cc1nnc(-c3ccccc3Br)o1)C2=O
→ -2	19	24	4	9	16	11	2.1	0.3
Cc1ccccc1NC(=O)C1CCCN(S(=O)(=O)c2cccc3cccnc23)C1 (stereo not drawn)
→ -6	-10	0	-2	-25	-13	9	1.2	-0.5
CSc1ncccc1C(=O)OCc1cccc([N+](=O)[O-])c1
→ -6	-3	2	-3	-1	7	-2	2.2	-0.2
Cn1c(=O)c2c(ncn2CCCNC2=CC(C)(C)CC(=O)C2)n(C)c1=O
→ -4	15	2	1	.	-6	10	0.1	0.8
CC1CC(=O)c2cnc(N)nc2C1 (stereo not drawn)
→ -5	-4	1	3	-5	8	-11	0.2	0.3
O=C1NCCCCC1NS(=O)(=O)c1cccc(C(F)(F)F)c1 (stereo not drawn)
→ -3	1	0	8	0	14	4	-0.6	1.0
Cc1ncc([N+](=O)[O-])n1CC(=O)Nc1ccccc1F
→ 3	2	4	2	.	8	-5	0.9	1.0
CCOC(=O)/C=C/c1ccc2oc3ccccc3c(=O)c2c1
→ 3	-5	1	-3	.	-10	-7	-3.8	-0.1
CC/C(=N\NC(=O)Cc1ccc(Br)cc1)c1cccs1
→ 2	1	2	-1	3	6	-15	-0.7	0.5
COc1ccc(S(=O)(=O)NCC2CCCO2)cc1Cl (stereo not drawn)
→ 5	4	9	3	.	-3	3	0.4	-0.1
COc1cc(-c2nnc(-c3cccs3)o2)cc(OC)c1OC
→ 3	-5	0	11	2	-22	10	-4.8	-0.7
CS(=O)(=O)Nc1cccc(C2=NN(S(C)(=O)=O)C(c3ccc4c(c3)OCO4)C2)c1 (stereo not drawn)
→ -4	-8	2	0	7	24	1	4.1	0.3
Cn1cc(C(=O)NCN2CCCCC2)c2ccccc21
→ -4	-40*	2	-1	6	-26	-7	-0.8	0.1
CC(=O)N1c2ccc(S(=O)(=O)NCC3CCC(C(=O)Nc4ccc(C)cc4)CC3)cc2CC1C (stereo not drawn)
→ 1	8	1	0	11	.	-6	-0.4	0.3
Cc1ccc(-n2cc(CN3CCN(C(=O)c4ncn[nH]4)CC3)c(-c3ccc(F)cc3)n2)cc1
→ 3	4	6	-3	17	2	5	-1.5	-0.7
CCOC(=O)C1(Cc2ccccc2)CCN(Cc2ccc(C)s2)CC1
→ -1	3	6	1	-8	-2	-13	-0.7	-0.1
CCOc1ccccc1N(CC(=O)NC1CCCCC1)C(=O)CNC(=O)c1ccco1
→ -15	4	1	11	-8	3	8	-0.2	-0.2
O=C(COC(=O)COc1cccc(F)c1)NCCC1=CCCCC1
→ -4	-32*	0	17	-12	4	-3	0.2	0.6
CCOC(=O)Cc1csc(NC(=O)c2cc3ccccc3o2)n1
→ -2	3	17	-4	-14	2	2	3.8	0.1
CN1N=C(C(C)(C)C)CSC1=Nc1ccc(F)cc1
→ -2	5	1	12	-30	-28	-5	-1.7	0.0
CC(C)c1onc(C(=O)N(C)C2CCCCC2)c1[N+](=O)[O-]
→ 3	2	1	12	-4	-3	7	0.7	-0.9
NC(=O)CSc1oc(-c2ccc(F)cc2)nc1S(=O)(=O)c1ccccc1
→ 0	-1	3	10	1	4	8	0.5	0.1
CCn1ccnc1[C@@H]1C[C@H]2CN(Cc3ccccc3OC)C(=O)[C@]23CCCN13
→ -2	-1	1	46*	9	.	.	.	0.4
CN1CCN(c2ccc(NC(=O)COc3cccc4ccccc34)cc2)CC1
→ -20	-26	4	4	12	-6	-2	0.2	2.0
Cc1ccc(Nc2nc3ccc(C)cc3nc2-n2nc(C)cc2C)c(C)c1
→ 9	6	4	3	-8	.	3	0.6	0.7
COC(=O)CC1COc2ccccc2N1C(=O)c1cccc(C(F)(F)F)c1 (stereo not drawn)
→ -5	-6	-1	-7	-15	12	-1	0.3	0.2
Cc1ccc(CN2C(=O)C3(c4ccccc42)N(c2cccc(F)c2)C(=O)CS3(=O)=O)cc1 (stereo not drawn)
→ 2	-2	10	-11	.	.	2	-0.5	-0.2
CCOc1ccc2[nH]c(=O)c(CN(CCO)C(=O)c3ccc(OC)c(OC)c3)cc2c1
→ -1	6	2	-2	9	6	0	-0.7	0.3
Cc1cc(C)c2[nH]c(=O)c(C(c3nnnn3CC3CCCO3)N3CCCC(C)C3)cc2c1 (stereo not drawn)
→ -4	-21	1	6	-11	-3	1	1.5	0.6
O=C(Cn1cc(F)c(=O)[nH]c1=O)NCCO
→ -2	11	4	-1	2	9	0	1.9	1.6

Three compounds from above, arranged by their value in D2 PAM, smallest number first:
| SMILES | D2 PAM |
| --- | --- |
| O=C(COC(=O)COc1cccc(F)c1)NCCC1=CCCCC1 | -3 |
| Cc1ccc(CN2C(=O)C3(c4ccccc42)N(c2cccc(F)c2)C(=O)CS3(=O)=O)cc1 (stereo not drawn) | 2 |
| Cn1c(=O)c2c(ncn2CCCNC2=CC(C)(C)CC(=O)C2)n(C)c1=O | 10 |
